# Kir21 block: inhibitors of mouse Kir2.1 inward-rectifier potassium channel; P35561; HEK293-Kir2.1, FluxOR thallium flux fluorescence; hits give low values; B-score at 10 µM; 310,000 tested, 0.85% active;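 active means fluorescence ratio B-score at or below minus 3 SD of library scores, with starting-brightness B-score within 2 SD, cut at about -4.2 in these data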;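 further: channel flux triggered by added potassium and thallium sulfate stimulus; B-score of peak minus minimum fluorescence over baseline after thallium stimulus; more negative B-score means stronger Kir2.1 block with less thallium influx; some compounds called inactive have numbers as strong as hits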
# Target sequence (P35561 whole entry, looked up): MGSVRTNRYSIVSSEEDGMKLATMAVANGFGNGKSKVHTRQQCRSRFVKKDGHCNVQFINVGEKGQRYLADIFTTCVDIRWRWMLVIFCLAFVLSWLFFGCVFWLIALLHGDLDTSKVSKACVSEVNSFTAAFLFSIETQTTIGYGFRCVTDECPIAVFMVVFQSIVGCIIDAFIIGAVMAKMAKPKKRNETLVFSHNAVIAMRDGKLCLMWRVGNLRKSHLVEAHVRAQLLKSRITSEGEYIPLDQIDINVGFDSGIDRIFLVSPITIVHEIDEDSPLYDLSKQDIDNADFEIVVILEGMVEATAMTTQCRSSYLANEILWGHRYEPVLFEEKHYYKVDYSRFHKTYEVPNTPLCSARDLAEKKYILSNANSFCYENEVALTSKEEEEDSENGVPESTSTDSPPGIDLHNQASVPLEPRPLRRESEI
# KCNQ2 inh: KCNQ2 channel blockers in CHO-K1 cells – cell-based, FluxOR thallium flux, B-score, primary screen (AID 2156). 20 min; hits give low values. B-score at 10 µM. 310,000 tested, 1.1% active;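 active means fluorescence ratio B-score at most minus 3 library SDs, with starting brightness B-score within 2 library SDs, cut at about -5.5 in these data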
# Active calls of the source: *; i = inactive. An unsorted share of the library; 1.9% or so of the library scored in one or more.
KCNQ2 inh,Kir21 block,smiles
i,0.27,O=C(CCN1C(=O)C2C3CCC(C3)C2C1=O)Nc1ccc([N+](=O)[O-])cc1 (stereo unspecified)
i,-0.04,CCOC(=O)C1CCN(S(=O)(=O)c2ccc3[nH]c(=O)oc3c2)CC1
i,1.2,O=C(NCCc1cccc(Cl)c1)c1cccc([N+](=O)[O-])c1
i,1.3,COc1ccc(-c2csc(-c3ccc(O)cc3)n2)cc1
i,-3.7,CC1(c2ccccc2)NC(=O)N(CC(=O)Nc2ccc([N+](=O)[O-])cc2)C1=O (stereo unspecified)
i,0.15,COC(=O)NCCOC(=O)N(O)c1ccc(Br)cc1
i,-1.5,Cc1cc(C)nc(SC2CCCCC2O)n1 (stereo unspecified)
i,-0.03,CN(C)/C=C/C(=O)c1cnc2n(c1=O)CCS2
i,-1.7,COC(=O)CNc1nc(Cl)nc(N2CCC(C)CC2)n1
i,-0.3,CCOc1ccc(CCNC(=O)CSc2cc(=O)n(C)c3ccccc23)cc1OCC
i,0.99,N/C(=N\OC(=O)CSc1ccccc1)c1ccc([N+](=O)[O-])cc1
i,0.42,CCOc1ccc(-c2[nH]ncc2-c2ccc(Cl)cc2)c(O)c1
i,0.54,CCSc1nnc(C)c2ccccc12
i,-0.63,CCOC(=O)CCN
i,1.1,N#C/C(=C\c1c[nH]c2ccccc12)C(=O)Nc1ncc(Cc2ccc(Cl)cc2Cl)s1
i,0.35,CC1CCC2(CC1)NC(=O)N(CC(=O)NCc1cccs1)C2=O (stereo unspecified)
i,-1.3,COc1cc(C2CC(c3cccnc3)=NN2c2ccc(F)cc2)cc(OC)c1OC (stereo unspecified)
i,-0.8,Cc1c(C)n(CCc2ccccc2)c2ncnc(NN)c12
i,0.33,O=C(CC1NC(=O)NC1=O)NC1(C(=O)NC2CCCCC2)CCCCC1 (stereo unspecified)
i,1.2,NCCCC[C@H]1CNC(=O)C(=O)N1CCCCC1CCCCC1
i,1.5,CCOC(=O)c1ccc(NC(=O)NNS(=O)(=O)c2cc(OC)ccc2OC)cc1
i,0.06,O=C(Nc1cccc(Cl)c1)N1CCSc2cc(Cl)ccc21
i,-0.97,COC(=O)c1ccc(NC(=O)c2cc[n+](Cc3ccccc3)cc2)cc1
i,-0.42,COc1ccc(/C=C2\CN(Cc3ccccc3)C/C(=C\c3ccc(OC)c(O)c3)C2=O)cc1O
i,0.38,CC(=O)c1ccccc1NC(=O)CSc1nnc2ccccn12
i,1.6,CCOC(=O)c1c(NC(=O)CSc2n[nH]c(N)n2)sc(CC)c1C
i,1.3,CSc1ccc(CN(C)C(=O)CN2C(=O)NC3(CCCC3)C2=O)cc1
i,-1.4,COc1cc(C2C3=C(CCCC3=O)Nc3[nH]n(-c4ccccc4)c(=O)c32)cc(OC)c1OC (stereo unspecified)
i,-0.35,Cc1ccc(-c2nnn(CC(=O)N(CC(=O)NC3CCCC3)c3ccc(F)c(Cl)c3)n2)o1
i,0.85,O=[N+]([O-])c1ccc(/C=N/NC(=S)Nc2ccccc2C(F)(F)F)o1
i,0.21,O=c1cc(C(F)(F)F)nc(-c2ccccc2OC(F)(F)F)[nH]1
i,-1.5,Cc1ccccc1OCC(O)CN1CCN(CC(O)COc2ccccc2C)C(C)C1 (stereo unspecified)
i,-0.16,Cc1cccc(/C=N/NC(=O)c2ccc(NC(=O)c3cccc(Cl)c3)cc2)n1
i,-1.4,COc1cccc(NC(=O)CCSc2ccc3ccccc3n2)c1
i,-0.15,COc1cc(C(=O)Nc2ccc3c(c2)OCCO3)ccc1OC(C)C
i,1,Cc1cc(NC(=O)CCC(=O)N(c2ccccc2)C(C(=O)NC2CCCC2)c2ccccc2)no1 (stereo unspecified)
i,-0.79,CCN=C1S/C(=C/c2ccc(-c3ccc(Cl)cc3C(=O)O)o2)C(=O)N1CC
i,0.73,CCn1c(SCC(=O)c2ccccc2)nnc1-c1cccnc1
i,-1.7,Cc1c(OCC(=O)NCC(O)c2ccccc2)ccc2c(-c3ccccc3)cc(=O)oc12 (stereo unspecified)
i,-4.4*,Cc1ccc2nc(CCc3nc4ccc(C)cc4[nH]3)[nH]c2c1
-7.9*,0.2,COc1ccc(/C=C(/C(=O)Nc2ccccc2C(=O)NC(C)C)c2ccccc2)cc1
i,0.81,Cc1nc(Nc2ccncc2)c2oc3ccccc3c2n1
i,0.21,O=C(NCc1ccco1)/C(=C/c1ccc(F)cc1)NC(=O)c1ccccc1
i,0.46,O=C(Oc1ccccc1C(=S)N1CCOCC1)c1ccccc1
i,0.29,CCCN(CCO)Cc1cccc(Cl)c1
i,-0.04,COc1ccccc1C1CC(c2ccc(Cl)cc2)Nc2nc(N)nn21 (stereo unspecified)
i,0.41,O=C(COC(=O)c1ccccc1Nc1ccccc1F)c1ccccc1
i,0.11,O=C(Cc1ccccc1)N[C@H](c1ccccc1)P(=O)(O)CO
i,1.1,CCCCNC(=O)c1cn(-c2ccc(OCC)cc2)c(=O)c2cc(OC)c(OC)cc12
i,0.98,Cc1ccc(C)c2[nH]c(=O)c(CCNC(=O)c3ccc(S(=O)(=O)N(C)C)cc3)cc12
i,0.51,COc1ccc(OCc2cc(-c3ccc(Cl)cc3)no2)cc1
i,0.82,CC(=O)Nc1cccc(NC(=S)Nc2cccc3ccccc23)c1
i,0.02,Cc1ccccc1OCCC(=O)OCC(=O)NC(=O)c1ccccc1
i,-0.73,CC1(C)Cc2c(sc(NC(=O)C(=O)N3CCCCC3)c2C(N)=O)CO1
i,-0.67,Cc1nn(-c2ccccc2)c(C)c1NC(=O)COc1ccc(C#N)cc1
i,-0.24,Cc1occc1-c1nnc(SCC(=O)N2CC(=O)Nc3ccccc32)n1CC(C)C

# Next entries follow.
KCNQ2 inh,Kir21 block,smiles
i,-0.55,O=C(c1ccc(CNS(=O)(=O)c2ccccc2)cc1)N1CCN(Cc2ccccc2)CC1
i,-0.67,COc1ccc(N(C)C(=O)C2CCCN2S(=O)(=O)c2cccc3nsnc23)cc1 (stereo unspecified)
i,-1,C=CCC(O)c1c(-c2ccccc2)nn(C)c1Cl (stereo unspecified)
i,0.91,COc1ccccc1CC(=O)N1CCN(c2cccc(Cl)c2)CC1
i,0.36,Cc1cccc(-n2c(=O)c3c4c(sc3n3c(=S)[nH]nc23)CCC4)c1
i,-0.01,C/C(=N\NC(=O)Cn1ccc(C(F)(F)F)n1)c1ccco1
i,-1.1,O=C(NCCc1ccccc1)C1CCN(c2nc3ccccc3o2)CC1
i,1,Cc1ccc(C(O)c2ccncc2)cc1 (stereo unspecified)
i,-1.1,CN1CCN(c2nc(-c3ccc(Cl)cc3)cc(=O)[nH]2)CC1
i,-0.76,COc1ccc(NC2=CC(c3ccc(OC)cc3)N(c3ccc(OC)cc3)C2=O)cc1 (stereo unspecified)
i,0.92,CC1CCN(c2ccc(NC(=O)c3ccc(Br)o3)cc2)CC1
i,1.1,COC(=O)C1SCC2C(=O)N(Cc3ccc(Cl)c(Cl)c3)CC(=O)N21 (stereo unspecified)
i,0.03,CC(C)CNC(=S)Nc1ccc(F)cc1
i,2.4,CCCOc1ccc(/C=C2\SC(=S)N(CC3CCCO3)C2=O)cc1 (stereo unspecified)
i,-0.61,Nn1cnnc1SCC(=O)Nc1ccc2c(c1)OCCO2
i,-0.67,O=C(CCc1c[nH]c2ccccc12)NCc1ccc2c(c1)OCO2
i,0.01,CCOC(=O)CSC1=NC(=O)/C(=C/c2ccc(Br)cc2)S1
i,0.62,Cn1c(N)c(C(=O)CCl)c(=O)n(C)c1=O
i,0.11,CC(C)NC(=O)C1CCN(C2CCN(Cc3ccc4cccc(F)c4n3)CC2)CC1
i,1.5,CC1CCC(NC(=O)CN2C(=O)NC(C)(C)C2=O)CC1 (stereo unspecified)
i,2.1,C/C=C/Cn1c(SC)nc2c1c(=O)[nH]c(=O)n2C
i,0.55,COc1cccc(-n2nnnc2SCC(=O)NC2CCCCC2)c1
i,1.5,CC(C)CCNC(=O)NC(=O)COC(=O)/C=C/c1cnc2ccccc2n1
i,-1.3,O=C(Nc1ccc(NC(=O)c2cccs2)cn1)c1ccccc1
i,-0.35,O=C(O)CSCC(=O)Nc1ccccc1
i,1.1,O=C(O)c1cccc(NC(=O)c2cccc(S(=O)(=O)Nc3cccc([N+](=O)[O-])c3)c2)c1
i,0.15,Cc1cc2c(=O)oc(-c3ccccc3Br)nc2s1
i,-1.3,O=C(O)c1nc(N2CCCC2)ncc1Cl
i,-4,Cc1ccsc1C1CC(=O)OC2=C1C(=O)CC(C)(C)C2 (stereo unspecified)
i,-0.67,O=C(O)c1nccnc1C(=O)NCc1csc2ccc(Cl)cc12
i,0.16,CN(Cc1cccnc1)C(=O)c1ccc2nc(Cc3ccccc3F)oc2c1
i,0.39,COc1ccc(S(=O)(=O)N2CCCCC2)cc1NC(=O)CCNC(=O)c1ccc(Br)cc1
i,1.3,Cc1occc1C(=O)NN1C(=O)C2C3CCC(O3)C2C1=O (stereo unspecified)
i,0.5,O=C(Nc1ccccc1)C1=C[C@H](c2ccc(C(F)(F)F)cc2)C[C@H](OCCCCO)O1
i,-0.84,Clc1ccc(C[n+]2cc(-c3ccc(Cl)cc3)n3c2CCC3)cc1
i,-0.02,O=S1(=O)N=C(N(CCO)/N=C/c2ccc(Cl)cc2)c2ccccc21
i,-1,COCCCNC(=O)c1cn(-c2cccc(OC)c2)c(=O)c2ccccc12
i,0.09,Cc1cccc(OCCNC(=S)NC(=O)c2cccnc2)c1
i,-1.4,COc1cc(/C=C2/N=C(C3CCCCC3)OC2=O)cc(OC)c1OC
i,1.2,CC(C)CNC(=O)c1ccc2c(c1)C(=O)N(C1CCCCC1)C2=O
i,-0.14,O=C(CS(=O)CC(=O)Nc1cccnc1)Nc1ccc(F)cc1 (stereo unspecified)
i,1.8,O=[N+]([O-])c1ccc(NCc2ccccc2N2CCC(CO)CC2)nc1
i,-1.5,COc1cc2[nH]c(=S)n(CCCN3CCOCC3)c(=O)c2cc1OC
i,-0.51,Cc1ccc(C(=O)Nn2cnnc2)cc1[N+](=O)[O-]
i,-0.76,Cc1cc(N(CN2CCCC2=O)C(=O)c2ccc(F)cc2)no1
i,-4.1,CCn1c(SCC(=O)Nc2ccccc2C(=O)OC)nnc1-c1cccc(C)c1
i,-1.5,Cc1ccc(/C=C2\Oc3cc(OC(=O)N4CCOCC4)ccc3C2=O)cc1
i,1.6,COc1ccc(CCNC(=O)CCC(=O)NC2CCCC(C)C2C)cc1OC (stereo unspecified)
i,0.29,CCOc1ccccc1CNc1ccc(N2CCOCC2)c(C(=O)O)c1
i,-0.05,COC(=O)C(=Cc1ccc(-c2ccsc2C(=O)OC)o1)C(=O)OC
i,-0.01,CC1CCN(S(=O)(=O)c2ccc3c(ccn3CC(=O)O)c2)CC1
i,1.5,CC1CCN(S(=O)(=O)c2ccc(C(=O)NNC(=O)C3CC3)cc2)CC1
i,0.89,CC(=O)N1c2ccc(S(=O)(=O)N3CCC(C(=O)NCc4ccc(N(C)C)cc4)CC3)cc2CC1C (stereo unspecified)
i,-1.1,O=C(N/N=C1\CCCc2ccccc21)c1cccc(Br)c1
i,0.86,COc1nc(NCC(C)C)nc(Oc2ccc(=O)n(-c3ccccc3)n2)n1
i,1.9,CSC(=O)NC12CC3CC(CC(C)(C3)C1)C2

# For reference, part of the list above.
KCNQ2 inh,Kir21 block,smiles
i,0.09,Cc1cccc(OCCNC(=S)NC(=O)c2cccnc2)c1
i,-1.4,COc1cc(/C=C2/N=C(C3CCCCC3)OC2=O)cc(OC)c1OC
i,1.2,CC(C)CNC(=O)c1ccc2c(c1)C(=O)N(C1CCCCC1)C2=O
i,-0.14,O=C(CS(=O)CC(=O)Nc1cccnc1)Nc1ccc(F)cc1 (stereo unspecified)
i,1.8,O=[N+]([O-])c1ccc(NCc2ccccc2N2CCC(CO)CC2)nc1
i,-1.5,COc1cc2[nH]c(=S)n(CCCN3CCOCC3)c(=O)c2cc1OC
i,-0.51,Cc1ccc(C(=O)Nn2cnnc2)cc1[N+](=O)[O-]
i,-0.76,Cc1cc(N(CN2CCCC2=O)C(=O)c2ccc(F)cc2)no1
i,-4.1,CCn1c(SCC(=O)Nc2ccccc2C(=O)OC)nnc1-c1cccc(C)c1
i,-1.5,Cc1ccc(/C=C2\Oc3cc(OC(=O)N4CCOCC4)ccc3C2=O)cc1
i,1.6,COc1ccc(CCNC(=O)CCC(=O)NC2CCCC(C)C2C)cc1OC (stereo unspecified)
i,0.29,CCOc1ccccc1CNc1ccc(N2CCOCC2)c(C(=O)O)c1
i,-0.05,COC(=O)C(=Cc1ccc(-c2ccsc2C(=O)OC)o1)C(=O)OC
i,-0.01,CC1CCN(S(=O)(=O)c2ccc3c(ccn3CC(=O)O)c2)CC1
i,1.5,CC1CCN(S(=O)(=O)c2ccc(C(=O)NNC(=O)C3CC3)cc2)CC1
i,0.89,CC(=O)N1c2ccc(S(=O)(=O)N3CCC(C(=O)NCc4ccc(N(C)C)cc4)CC3)cc2CC1C (stereo unspecified)

# More compounds follow.
KCNQ2 inh,Kir21 block,smiles
i,-1.7,CCCCNc1c([N+](=O)[O-])cc(C(=O)O)cc1[N+](=O)[O-]
i,0.42,COc1ccc(C(=O)C[n+]2ccc3c(c2)nc(-c2ccccc2)n3C)cc1
i,-0.41,COc1cccc(NC(=O)COC(=O)c2cc(S(=O)(=O)N3CCOCC3)ccc2C)c1
i,1.4,COc1ccccc1OCCn1c(SCC(N)=O)nc2ccccc21
i,-0.12,CCOc1ccc(NC(=O)c2ccc(NC(=O)c3cn4c5c(c(N6CCN(C)CC6)c(F)cc5c3=O)OCC4C)cc2)cc1 (stereo unspecified)
i,0,c1ccc(C2=Nc3ccccc3OC2)cc1
i,0.11,CCN(c1ccc(NC(=O)CCc2nc3sc4c(c3c(=O)[nH]2)CCCC4)cc1)C(C)C
i,0.82,Cc1cccc2cc3c(nc12)SC(=NCC1CCCO1)N(Cc1ccco1)C3 (stereo unspecified)
i,0.24,CSc1nnc(-c2ccncc2)n1CCCN1CCCC1=O

# Screening results: PubChem, Johns Hopkins Ion Channel Center
